Screening data as filed in PubChem BioAssay.
MITF primary: human MITF inhibition, primary screen | O75030 | AlphaScreen MITF homodimerization, bead proximity signal | inhibition, % at 2.6 µM | hit rate 0.91% among 650,000; in the data active means inhibition above about 50%;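 further: 0% = vehicle wells with protein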
GPR151 ag: activates the human receptor GPR151. PathHunter beta-arrestin GPR151 cells, luminescence. AID 1508602. hit rate 1% among 650,000. activation, % at 11.2 µM; in the data active means activation above about 4.9%;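 further: 0% = median of compound wells and 100% = cells with positive control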
TEAD-YAP block: TEAD-YAP interaction inhibition; hit rate 1.4% among 640,000; HEK-TIYL cells, TEAD-Gal4/YAP UAS-luciferase luminescence; AID 1259422; inhibition, % at 9.12 µM; in the data active means inhibition above about 32%;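 further: 0% = median of test compound wells and 100% = reference inhibitor wells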
FBW7 activator: human FBW7 E3 ligase activation, primary screen; AlphaScreen FBW7–phospho-cyclin E peptide binding, activator screen; Q969H0; normalized activity (activation), % at 26.1 µM; hit rate 0.13% among 650,000; in the data active means normalized activity above about 1.9%;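 further: purified mutant Fbw7 with reduced substrate affinity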
Target sequence (Q969H0 whole entry, looked up): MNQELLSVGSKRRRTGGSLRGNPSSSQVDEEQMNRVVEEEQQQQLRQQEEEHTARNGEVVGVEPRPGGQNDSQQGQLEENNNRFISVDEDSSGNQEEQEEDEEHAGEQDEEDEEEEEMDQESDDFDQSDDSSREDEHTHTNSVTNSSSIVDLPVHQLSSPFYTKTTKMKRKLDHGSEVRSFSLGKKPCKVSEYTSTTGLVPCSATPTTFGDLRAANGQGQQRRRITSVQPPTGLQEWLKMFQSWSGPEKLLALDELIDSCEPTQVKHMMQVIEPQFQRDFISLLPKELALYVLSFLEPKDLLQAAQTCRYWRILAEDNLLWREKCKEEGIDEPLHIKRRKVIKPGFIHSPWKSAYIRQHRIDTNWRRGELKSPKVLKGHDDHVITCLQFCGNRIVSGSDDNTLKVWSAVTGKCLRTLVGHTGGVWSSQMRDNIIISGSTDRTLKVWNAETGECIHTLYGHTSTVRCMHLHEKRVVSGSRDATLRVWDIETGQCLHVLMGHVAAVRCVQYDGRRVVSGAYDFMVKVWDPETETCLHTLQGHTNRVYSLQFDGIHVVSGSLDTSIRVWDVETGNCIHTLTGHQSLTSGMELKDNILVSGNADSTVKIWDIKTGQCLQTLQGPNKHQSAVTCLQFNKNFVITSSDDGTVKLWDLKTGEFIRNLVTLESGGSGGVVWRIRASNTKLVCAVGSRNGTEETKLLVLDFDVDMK
Numbers without * were called inactive; x = no result given.

Results follow in this order: MITF primary | GPR151 ag | TEAD-YAP block | FBW7 activator
> C=CCn1c(SCC(=O)Nc2ccccc2F)nc2scc(-c3ccccc3)c2c1=O
 : 7.4 | 0.6 | -4.5 | 0.0
> CCCNC(=O)c1cnc(-c2ccc(OC)cc2)s1
 : 2.2 | -3.4 | -42.3 | 0.2
> Cc1cc(C)c(C(=O)N2CCC(n3nccc3NC(=O)C3CC3)CC2)o1
 : -7.2 | -0.7 | 4.7 | -0.2
> COc1ccc(CCNC(=O)CSc2nc3ccccc3c(=O)n2CC2COc3ccccc3O2)cc1OC (stereo unspecified)
 : 10.5 | 0.6 | -6.2 | 0.1
> CC1CCC(NC(=O)c2nn(C)c3c2CS(=O)(=O)c2ccccc2-3)CC1 (stereo unspecified)
 : 1.7 | -3.2 | 3.6 | 0.1
> COc1ccc(NC(=S)NCCCN2CCCC2)cc1Cl
 : -1.3 | -0.3 | -0.8 | 0.0
> CC(O)C(O)C(O)C(O)/C=N/NC(=O)c1ccccc1 (stereo unspecified)
 : 3.3 | -1.9 | -48.0 | 0.1
> CCOc1ccc(N2C(=O)CC(Sc3nc4c(cc3C#N)CCCCC4)C2=O)cc1 (stereo unspecified)
 : 2.0 | 0.2 | -1.8 | -0.3
> Cc1ccccc1OCC(=O)NC1CC2CCC1C2 (stereo unspecified)
 : 6.2 | -0.2 | 6.7 | 0.3
> COCCNC(=O)C(=O)NNC(=O)c1ccccc1
 : -6.8 | -0.7 | -14.2 | 0.1
> CCOc1ccc(S(=O)(=O)N2CCN=C2c2ccccc2)cc1C
 : -1.4 | -0.8 | 7.8 | 0.0
> CC(C)=CCC/C(C)=C/CO/N=C1\C[C@@H](O)[C@@H](O)[C@@H]2[C@@H]3C(=O)N(c4ccc(F)cc4F)C(=O)[C@@H]3CC[C@@H]12
 : -11.2 | 0.9 | x | -0.2
> COc1ccc(OC)c(/C=C(/C#N)c2nc(-c3cc4ccccc4oc3=O)cs2)c1
 : -5.9 | -0.4 | -5.4 | 0.0
> COc1ccc2c(c1)S/C(=C\C(=O)c1ccccc1)C(=O)N2
 : -10.7 | 0.3 | 23.1 | -0.1
> c1ccc2c(c1)nc(N1CCCC1)c1nccn12
 : -7.6 | -0.1 | -32.7 | 0.2
> CC(C)c1ccc(NC(=O)CN(C)S(=O)(=O)c2cc(Br)cnc2N)cc1
 : 10.1 | -0.4 | 0.9 | 0.1
> CCOC(=O)c1cnc2c(OC)cccc2c1NCCCN(CC)CC
 : -5.8 | -1.3 | 82.8* | -0.1
> CCOc1cccc(C(=O)Nc2ccc3nn(-c4cccc(Cl)c4)nc3c2)c1
 : 12.6 | 0.9 | 11.9 | -0.1
> Cc1ccc2oc3c(c(=O)c2c1)C(c1cccs1)N(CCN1CCOCC1)C3=O (stereo unspecified)
 : 1.0 | 0.3 | -22.9 | -0.1
> COc1ccc(C2Nc3ccccc3NC3=C2C(=O)CC(c2ccc(Cl)cc2)C3)c(OC)c1OC (stereo unspecified)
 : -2.2 | 0.4 | -4.8 | -0.1

Fetched one by one from the list above (2):
Results follow in this order: MITF primary | GPR151 ag | TEAD-YAP block | FBW7 activator
> C=CCn1c(SCC(=O)Nc2ccccc2F)nc2scc(-c3ccccc3)c2c1=O
 : 7.4 | 0.6 | -4.5 | 0.0
> Cc1ccccc1OCC(=O)NC1CC2CCC1C2 (stereo unspecified)
 : 6.2 | -0.2 | 6.7 | 0.3

Next structures follow.
Results follow in this order: MITF primary | GPR151 ag | TEAD-YAP block | FBW7 activator
> Cc1cc(=O)oc2ccc(OCC(=O)OCC(=O)COC(=O)COc3ccc4oc(=O)cc(C)c4c3)cc12
 : 2.5 | 1.8 | 5.4 | -0.2
> N#CCCN(CCC#N)C(=O)c1cc(Cl)cc(Cl)c1
 : 0.1 | 3.2 | 2.3 | 0.0
> O=C(CCC(=O)c1cccs1)OCC(=O)C12CC3CC(CC(C3)C1)C2
 : 8.2 | -0.7 | 2.3 | 0.4
> COc1ccc(NC(=O)COC(=O)c2ccco2)cc1
 : 4.2 | 3.6 | 3.1 | 0.2
> COc1ccc(CCN(C)C2CCCN(Cc3nccn3C)C2)cc1OC (stereo unspecified)
 : -4.5 | -1.3 | -4.5 | 0.4
> CCn1c(-n2nc(C)cc2N)nc2ccccc21
 : -4.3 | -0.8 | 1.4 | -0.3
> COC(=O)c1cc(Cl)c(NC(=O)/C=C/c2ccc(OC)cc2)cc1OC
 : -3.0 | 0.8 | -1.8 | 0.0
> NC(=O)c1ncsc1Nc1ccnc(Nc2ccc(N3CCOCC3)cc2)c1
 : 20.2 | 2.7 | 21.4 | -0.2
> Cc1onc(-c2c(Cl)cccc2Cl)c1C(=O)N1CCCCC1C (stereo unspecified)
 : -3.5 | 0.4 | 2.9 | -0.2
> CCC(=O)N1CCN(c2ccc(NC(=O)C(C)(C)C)cc2)CC1
 : 4.1 | 4.5 | -17.3 | 0.0

Of the compounds above, these have fluorine:
Results follow in this order: MITF primary | GPR151 ag | TEAD-YAP block | FBW7 activator
> C=CCn1c(SCC(=O)Nc2ccccc2F)nc2scc(-c3ccccc3)c2c1=O
 : 7.4 | 0.6 | -4.5 | 0.0
> CC(C)=CCC/C(C)=C/CO/N=C1\C[C@@H](O)[C@@H](O)[C@@H]2[C@@H]3C(=O)N(c4ccc(F)cc4F)C(=O)[C@@H]3CC[C@@H]12
 : -11.2 | 0.9 | x | -0.2

(next part)
Results follow in this order: MITF primary | GPR151 ag | TEAD-YAP block | FBW7 activator
> Cc1ccc(S(=O)(=O)NCC23CC4CCC2(C)C4(C)CO3)cc1 (stereo unspecified)
 : -0.7 | 0.1 | 12.7 | -0.2
> CC(C)(C)c1ccc(CSc2nc3c(sc(=S)n3Cc3ccco3)c(=O)n2-c2ccccc2)cc1
 : -7.6 | -1.4 | -9.7 | -0.2
> COc1ccc(N)cc1NS(=O)(=O)c1ccc(F)cc1
 : 5.5 | 1.5 | 3.3 | -0.1
> CCCCC(=O)Nc1nnc(-c2c(C)cc(C)cc2C)s1
 : -6.9 | 2.0 | 1.6 | 0.0
> CCOC(=O)N/N=C(\CC)c1ccc(OC(F)F)cc1
 : -5.4 | -1.4 | -13.1 | -0.1
> CC(=O)Oc1ccc2c(=O)c(-c3ccccc3)coc2c1C
 : 13.0 | -1.3 | 0.9 | 0.3
> CCCCCOc1ccc(NC(=O)CCc2ccccc2)cc1
 : 6.3 | -0.1 | -3.7 | 0.8
> COc1ccc(NC(=O)c2cn(-c3ccc(Cl)cc3)c(=O)c3ccccc23)c(OC)c1
 : 8.4 | -1.4 | -0.8 | 0.8
> O=C(CSc1cc(Cl)ccc1Cl)NCC(O)c1ccc([N+](=O)[O-])cc1 (stereo unspecified)
 : 10.3 | -0.2 | 2.9 | 0.0
> COc1ccccc1Nc1nc2ccc(C)cc2n2nnnc12
 : -4.8 | 0.0 | 2.5 | -0.1
> O=C1NN(c2ccc(Cl)c(Cl)c2)C(=O)/C1=C\c1ccccc1O
 : -0.9 | 1.0 | -2.9 | -0.1
> O=C(CSc1nc2c(c(=O)n1Cc1ccccc1)SCC2)N1CCOCC1
 : 22.8 | -0.8 | 5.8 | -0.1
> O=C(O)COc1ccc(/C=N/Nc2nc(Nc3ccccc3)nc(N3CCCC3)n2)cc1
 : 8.2 | -0.8 | 5.2 | -0.2
> Cc1cccc(-c2noc(CCCC(=O)Nc3ccc(C(N)=O)cc3)n2)c1
 : 2.1 | -2.0 | 6.2 | -0.3
> Fc1ccccc1N1CCN(c2ncnc3c2cnn3-c2ccccc2)CC1
 : 10.1 | -0.1 | 7.2 | -0.1
> Cn1c(/C(C#N)=C(\O)c2ccc(F)cc2)nc2ccccc21
 : -6.7 | -0.5 | -21.5 | -0.4
> CC(NC(=O)c1cccc(NC2=NC3CS(=O)(=O)CC3S2)c1)c1ccccc1 (stereo unspecified)
 : -7.1 | -1.2 | -2.2 | 0.7
> O=C(NCCCO)c1ccc(Cl)cc1
 : 5.0 | 0.4 | -12.0 | -0.1
> CC(=O)Nc1ccc(Nc2cc(N3CCC(N4CCOCC4)CC3)ncn2)cc1
 : 6.2 | 2.5 | -0.1 | 0.1
> COc1cccc(-n2c(C)c(C(C)=O)c(C(C)=O)c2C)c1
 : -3.3 | 0.2 | 5.5 | -0.1
> CN1C(=O)C(O)(CC(=O)c2ccccc2O)c2ccccc21 (stereo unspecified)
 : -0.4 | 1.1 | 0.7 | -0.2
> CC(C)(C)NC(=O)C(c1ccccn1)N(Cc1ccc(Cl)cc1)C(=O)c1csnn1 (stereo unspecified)
 : -12.8 | -0.3 | 4.9 | 0.2
> CCOC(=O)CCC(=O)NCC1(c2ccc(OC)cc2)CCCC1
 : 18.0 | -1.2 | 2.0 | 0.5
> O=C(CN1CCCC1)N1N=C(c2ccc(Cl)cc2)CC1c1ccco1 (stereo unspecified)
 : 0.2 | -0.5 | 0.1 | -0.1
> O=C(NC(=S)Nc1ncn[nH]1)c1ccc(S(=O)(=O)N2CCOCC2)cc1
 : -6.1 | -0.8 | 4.2 | 0.0
> CCc1nc(NCCO)c(C#N)c2c1CCCC2
 : -7.6 | 1.5 | -14.9 | -0.2
> O=C(/C=C/c1ccccc1Cl)Nc1ccc(Oc2ccc3ccccc3c2Cl)c(Cl)c1
 : 2.4 | -1.7 | 16.0 | 0.0
> COc1cccc(CC(=O)Nn2c(-c3cc(OC)cc(OC)c3)nc3ccccc3c2=O)c1
 : -3.6 | 0.3 | -5.0 | 0.5
> CC1CCC(NC(=O)Cn2c(=O)oc3cc(S(=O)(=O)N4CCCCCC4)ccc32)CC1 (stereo unspecified)
 : -6.3 | 0.0 | -1.7 | 0.0
> CCOC(=O)C1CCN(C2CCN(c3nc4nonc4nc3N(C)C)CC2)CC1
 : 18.0 | 3.1 | -10.9 | -0.2
> CCOC(=O)C1=C(C)N(CCO)C(=O)NC1c1ccc(Br)cc1 (stereo unspecified)
 : -11.0 | -1.1 | 3.9 | -0.1
> Cc1ccc(N2C(=O)CC(NC3CCCCC3C)C2=O)cc1 (stereo unspecified)
 : -1.0 | 0.2 | 5.4 | 0.1
> CSc1ncc(Cl)c(C(=O)Nc2ccc(S(=O)(=O)N3CCCC(C)C3)cc2)n1 (stereo unspecified)
 : 18.9 | -1.0 | 11.9 | 0.2
> O=C(O)Cc1ccc(NC2CC(=O)N(Cc3ccc(Cl)cc3)C2=O)cc1 (stereo unspecified)
 : 3.2 | 0.5 | -3.7 | -0.1
> O=C(O)COc1ccccc1/C=N/NC(=O)Cn1nnc(-c2ccccc2Cl)n1
 : -5.5 | 0.2 | 1.7 | 0.0
> Cc1nc(-c2ccc(F)cc2)sc1CCNC(=O)C1CCCC1
 : 4.5 | -1.1 | -70.0 | 0.3
> OCC1CCN(C2CCCN(Cc3cc4ccccc4s3)C2)CC1 (stereo unspecified)
 : 7.9 | 2.9 | 5.9 | 0.1
> CCOc1ccc(NCC(=O)NNC(=S)NCc2ccccc2)cc1
 : -3.9 | 0.9 | -0.2 | -0.4
> COC(=O)c1ccc(C)c(NS(=O)(=O)c2ccc(Br)s2)c1
 : -4.6 | 0.4 | 23.2 | 0.0
> O=C(/C=C/N1CCOCC1)c1cc2ccccc2o1
 : -12.2 | 0.0 | 5.0 | 0.1
> Cc1ccc2c(c1)C1NC(=S)N(c3cccc(Cl)c3)C(C)(O2)C1C(=O)N(C)C (stereo unspecified)
 : 18.7 | 1.5 | -5.3 | -0.3
> O=c1[nH]c(=S)c2c(n1Cc1ccco1)CCC2
 : 22.6 | 1.8 | 3.0 | 0.4
> O=C(CC(=O)N/N=C/c1ccccc1O)NCc1cccnc1
 : 13.1 | -0.3 | 14.4 | -0.8
> CCOC(=O)c1c(/N=C/c2c(O)[nH]c(=O)[nH]c2=O)sc2c1CCCC2
 : -11.8 | 3.9 | -1.2 | 0.3
> COCCN1C(=O)CC(CC(=O)N2CC3CC4CC(C3)CC2C4)(c2ccccc2F)C1=O (stereo unspecified)
 : 15.5 | -1.5 | -5.0 | 0.3
> COc1cc(NC(=O)c2nn3c(c2Cl)NC(c2ccc(C)cc2)CC3C(F)(F)F)c(OC)cc1Cl (stereo unspecified)
 : -0.8 | 0.8 | 4.0 | -0.1
> CCn1c(O)c(C=Nc2ccc(F)cc2)c(=O)[nH]c1=S
 : 4.8 | 0.3 | -5.9 | 0.9

Compounds listed so far that have a furan ring, fused or not, in the order listed:
Results follow in this order: MITF primary | GPR151 ag | TEAD-YAP block | FBW7 activator
> Cc1cc(C)c(C(=O)N2CCC(n3nccc3NC(=O)C3CC3)CC2)o1
 : -7.2 | -0.7 | 4.7 | -0.2
> COc1ccc(NC(=O)COC(=O)c2ccco2)cc1
 : 4.2 | 3.6 | 3.1 | 0.2
> CC(C)(C)c1ccc(CSc2nc3c(sc(=S)n3Cc3ccco3)c(=O)n2-c2ccccc2)cc1
 : -7.6 | -1.4 | -9.7 | -0.2
> O=C(CN1CCCC1)N1N=C(c2ccc(Cl)cc2)CC1c1ccco1 (stereo unspecified)
 : 0.2 | -0.5 | 0.1 | -0.1
> O=C(/C=C/N1CCOCC1)c1cc2ccccc2o1
 : -12.2 | 0.0 | 5.0 | 0.1
> O=c1[nH]c(=S)c2c(n1Cc1ccco1)CCC2
 : 22.6 | 1.8 | 3.0 | 0.4
